Compound activity as filed in PubChem.
hcDAF12 agonist: H. contortus DAF-12 nuclear receptor activators, primary screen, cell-based, luminescence, HEK293, lit1-tk-luc reporter; HEK293 hcDAF-12 lit1-tk-luc reporter; 0% DMSO, 100% Δ7-dafachronic acid; activation, % at 6.8 µM; hit rate 1.4% among 370,000;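 active means activation above the mean of all tested compounds plus 3 SD, cut at about 5.5% in these data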;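 further: 100% = response to 3 µM Δ7-dafachronic acid high control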
PLC-gamma1 inh: PLC-gamma1 enzyme inhibitors, primary screen, biochemical, fluorescence, purified enzyme. 1-phosphatidylinositol 4,5-bisphosphate phosphodiesterase gamma-1 (Homo sapiens), P19174. fluorogenic substrate. inhibition, % at 12.2 µM. hit rate 0.84% among 370,000. AID 720700, 2013; in the data active means inhibition above about 9.5%
SMARCA2 activ: SMARCA2 (BRM) function activators, primary screen, cell-based, luminescence, high throughput | AID 652017, 2013 | hit rate 1% among 370,000 | MG213 cells, MMTV-luciferase reporter, dexamethasone, overnight | activation, % at 9.1 µM; in the data active means activation above about 7.8%;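 further: 0% = vehicle wells and 100% = reference activator wells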
hgDAF12 agonist: H. glycines DAF-12 receptor agonists, primary screen, cell-based, luminescence, HEK293, GAL4 fusion, UAS-luciferase. Nuclear hormone receptor DAF-12 (Heterodera glycines), GAL4 fusion. HEK293 GAL4-hgDAF12 UAS-luciferase reporter, agonist luminescence; normalized to butyrate control. activation, % at 6.8 µM. hit rate 1.8% among 370,000. AID 687014, 2013;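 active means activation above a cutoff set at the mean of all screened compounds plus 3 SD, cut at about 10% in these data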;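 further: 0% = DMSO wells and 100% = sodium butyrate wells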
PLC-beta3 inh: human PLC-beta3 inhibitors, primary screen, biochemical, fluorescence; inhibition, % at 12.2 µM; hit rate 0.18% among 370,000; Purified PLC-beta3, fluorogenic substrate; AID 720704, 2013; 1-phosphatidylinositol 4,5-bisphosphate phosphodiesterase beta-3 (Homo sapiens), Q01970; in the data active means inhibition above about 11%;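 further: 0% = median of compound wells on plate and 100% = full blocker control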
ADAM17 inh: ADAM17 inhibitors, primary screen, biochemical, QFRET; Disintegrin and metalloproteinase domain-containing protein 17 (Homo sapiens), P78536; recombinant ADAM17, EDANS/DABCYL FRET peptide cleavage; inhibition, % at 6.95 µM; hit rate 0.83% among 370,000; AID 720648, 2013;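 active means inhibition above the mean of compounds lying between control limits plus 3 SD, set per campaign, cut at about 8.5% in these data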;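 further: 0% = DMSO-only wells as the low control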
MBD2 inh: inhibitors of MBD2 binding to methylated DNA, primary screen, biochemical, TR-FRET, DNA-binding domain, human; Methyl-CpG-binding domain protein 2 (Homo sapiens), Q9UBB5; MBD2 binding to methylated oligonucleotide; inhibition, % at 4.4 µM; hit rate 0.31% among 370,000; AID 686964, 2013; in the data active means inhibition above about 13%
Target sequence (Q9UBB5 whole entry, looked up, the tested form may be a part): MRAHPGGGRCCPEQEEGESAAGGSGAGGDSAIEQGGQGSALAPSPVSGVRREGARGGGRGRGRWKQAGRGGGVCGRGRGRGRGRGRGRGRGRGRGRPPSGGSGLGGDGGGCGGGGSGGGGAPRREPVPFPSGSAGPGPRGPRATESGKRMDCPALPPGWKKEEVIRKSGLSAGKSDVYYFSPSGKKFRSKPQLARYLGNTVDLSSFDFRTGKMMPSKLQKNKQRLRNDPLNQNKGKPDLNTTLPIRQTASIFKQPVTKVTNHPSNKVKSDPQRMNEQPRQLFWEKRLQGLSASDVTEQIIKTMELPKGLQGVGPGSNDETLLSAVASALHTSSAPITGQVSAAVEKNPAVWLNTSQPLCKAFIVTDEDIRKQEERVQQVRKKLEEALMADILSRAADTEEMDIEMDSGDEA
Rev-erbA mod: modulators of Rev-erb alpha DNA binding, primary screen, biochemical, FITC-DNA, fluorescence polarization, uHTS; Rev-erbα–FITC-DNA binding, 90 min; hit rate 0.79% among 370,000; Nuclear receptor subfamily 1 group D member 1 (Homo sapiens), P20393; activity, % at 10 µM;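 active means activity above about 14%, limit read from the data; passing the limit was not always enough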;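 further: 0% = DMSO wells with 35 nM protein and 100% = DMSO wells with 750 nM protein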
ssDAF-12 act: S. stercoralis DAF-12 nuclear receptor activators, primary screen, cell-based, luminescence, HEK293, GRIP1 co-expression, lit1-tk-luc; HEK293 ssDAF-12/GRIP1 lit1-tk-luc reporter; % of 3 µM dafachronic acid response; hit rate 1% among 370,000; AID 652126, 2013; activation, % at 6.8 µM; Nuclear hormone receptor DAF-12 (Strongyloides stercoralis);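 active means activation above the mean over all tested compounds plus 3 SD, cut at about 0.9% in these data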;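 further: 0% = DMSO-only wells and 100% = 3 µM delta7-dafachronic acid wells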
DAX1 inh-1: DAX1 (NR0B1) inhibitors on StAR promoter, primary screen, cell-based, luminescence, SF-1 (NR5A1), full-length DAX-1; HEK293T StAR-luciferase reporter, SF-1/DAX-1 repression relief; AID 652010, 2013; inhibition, % at 6.8 µM; hit rate 1.1% among 370,000;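 active means inhibition above the mean over all tested compounds plus 3 SD, cut at about 3.6% in these data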;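 further: 0% = DAX-1 cells with DMSO and 100% = cells lacking DAX-1 with DMSO; higher inhibition means more luminescence from relief of DAX-1 repression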
DAX1 inh-2: DAX1 (NR0B1) inhibitors, primary screen, cell-based, HEK293, Gal4-DAX1, luciferase luminescence; Nuclear receptor subfamily 0 group B member 1 (Homo sapiens), P51843; HEK293 Gal4-DAX1 luciferase reporter; inhibition, % at 6.75 µM; hit rate 0.99% among 340,000; AID 504766, 2011;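 active means inhibition above the mean over all tested compounds plus 3 SD, cut at about 4.2% in these data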;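 further: 0% = DAX1-transfected cells with DMSO and 100% = empty-vector control cells with DMSO; inhibition shows as a rise in luminescence from relieved DAX1 repression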
Target sequence (P51843 207-470 limits assumed): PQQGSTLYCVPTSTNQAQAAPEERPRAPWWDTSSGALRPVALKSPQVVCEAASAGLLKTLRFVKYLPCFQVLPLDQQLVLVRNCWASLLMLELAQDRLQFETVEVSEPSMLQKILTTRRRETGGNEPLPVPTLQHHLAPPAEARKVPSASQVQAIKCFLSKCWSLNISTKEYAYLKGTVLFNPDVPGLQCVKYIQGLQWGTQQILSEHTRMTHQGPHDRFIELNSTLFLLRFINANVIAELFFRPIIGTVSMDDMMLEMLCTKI
* hit, by the source's call; i = inactive; nt = not tested or not shown. Outcome played no part in choosing rows; about 7.4% have a hit in one of these screens.

SMILES	hcDAF12 agonist	PLC-gamma1 inh	SMARCA2 activ	hgDAF12 agonist	PLC-beta3 inh	ADAM17 inh	MBD2 inh	Rev-erbA mod	ssDAF-12 act	DAX1 inh-1	DAX1 inh-2
Cc1[nH]c2ccccc2c1C(=O)c1cc(Cc2ccccc2)sc1N	-1.9	-27	-7	-1.4	-44	5	-4	-1	-0.7	-2.7	nt
O=C1CCN(S(=O)(=O)c2ccc(Cl)cc2)N1	0.1	3	1	-1.2	-3	-1	-1	-4	-0.8	1.1	-0.1
O=C(Nc1ccc(Br)cc1Br)c1cccc2c1C(=O)N(C1CCCCC1)C2	0.3	0	-2	-0.9	-4	-2	-4	0	-1.3	2.0	1.1
O=C(NN=C1CCCCCCCCCCC1)c1cccc(S(=O)(=O)N2CCOCC2)c1	-1.5	-9	-2	-1.0	-7	-3	4	-4	-1.0	-0.2	-0.9
CCCCNC(=S)N1CCN(Cc2ccc3c(c2)OCO3)CC1	-1.7	2	-3	0.8	3	-2	0	-3	0.1	-0.3	-0.4
CCOC(=O)CNc1c(-c2ccc(O)cc2)nc2ccccn12	0.8	i	-1	4.5	i	-270	5	0	-1.2	0.1	0.8
Cc1cc(C)c(NC(=O)CSc2nncn2-c2cccnc2)c(C)c1	0.8	-2	-2	-1.4	0	-3	4	2	-0.7	0.1	-0.7
Cn1c(=O)c2c(nc(N3CCOCC3)n2CCNC2=NCCC2)n(C)c1=O	-1.3	5	-2	0.0	0	-2	-3	4	-1.4	-0.2	0.3
Cn1nnnc1Sc1ncnc2scc(-c3cccc4ccccc34)c12	-2.3	1	-1	-0.5	-1	-5	-6	3	-1.0	0.2	-0.4
CCCn1nc(Oc2nc(NCC)nc(NCC)n2)ccc1=O	0.8	2	-3	2.1	-1	-3	-1	-3	-1.0	1.0	-0.1
O=C1NC(c2ccccc2)(C(F)(F)F)SC2=CCCCCN12 (stereo not drawn)	-1.3	0	-3	-0.5	2	-2	4	-2	-0.7	-0.6	-1.3
COCc1c(Br)c(C)nc(OCC(=O)O)c1C#N	-0.8	-1	0	2.2	-1	-3	0	0	-0.7	0.2	0.3
CCOc1cc(C2NC(=O)NC2=O)ccc1O (stereo not drawn)	-1.2	8	-4	0.6	5	2	-4	-5	-0.5	0.4	1.8
COc1ccc(S(=O)(=O)N2CCc3ccccc3C2)cc1	2.4	2	-1	1.2	2	-1	-2	0	-0.9	0.3	0.0
COc1ccc(NC(=O)c2cc(Br)c(Br)s2)cn1	0.9	-1	-1	7.0	-3	1	1	-4	-1.7	0.3	0.9
Cc1ccc(C(=O)N/C(=C/c2ccco2)C(=O)NCc2ccco2)cc1	0.4	-12	0	-1.0	-28	-4	2	-7	-0.6	-0.2	-0.8
CC(=O)NC1C(OCc2ccccc2)OC2COC(C)(C)OC2C1O (stereo not drawn)	-0.1	0	-1	-3.0	-6	-4	-4	1	-1.6	-0.4	1.0
COc1ccccc1N1C(=O)C2C(C(=O)c3ccccc3)=NN(c3ccccc3OC)C2C1=O (stereo not drawn)	-1.3	-115	1	1.0	-162	3	0	-1	-0.3	-0.2	1.6
COc1ccc(S(=O)(=O)N2CCOCC2)cc1NC(=O)C1COc2ccccc2O1 (stereo not drawn)	-0.8	3	-1	-1.5	1	-2	1	7	-1.4	-1.1	-0.8
CCOc1ccc(CN2CCNC(=O)C2CC(=O)NCC2CCOCC2)cc1 (stereo not drawn)	-1.5	-8	-2	0.3	-19	-7	-1	-3	-0.6	1.8	0.3
CCCCc1c(C)nc2c(OC)cccc2c1SCC(=O)O	-0.1	-37	2	-1.8	-64	-22	-3	5	-1.0	-0.5	0.8
CCn1c(SCC(=O)NC(C)(C)C)nnc1-c1ccncc1	-1.9	0	-5	1.2	-9	-5	-7	nt	-1.5	-0.3	-0.1
O=C(COc1ccc(F)cc1)N1CCc2ccccc2C1	0.6	2	0	5.4	-3	0	0	4	-2.4	0.6	-0.7
COCCN(C(=O)CCC(=O)Nc1ccccn1)C(C(=O)NC(C)C)c1ccc(Cl)cc1 (stereo not drawn)	-0.6	4	-1	-2.4	-3	0	-1	-2	-1.4	0.0	-1.0
COc1ccc(NC(=O)C(c2ccc(OC)cc2)N(C)C(=O)Cc2cccs2)cc1 (stereo not drawn)	-0.7	0	-2	1.1	0	-2	3	3	-1.1	0.1	0.1
COc1cc(C=Nn2c(-c3n[nH]c4c3CCC4)n[nH]c2=S)ccc1OCc1ccccc1	3.5	-2	-2	6.0	1	0	2	-1	-0.5	0.5	nt
CC(C)c1ccc(-c2nc3ccccc3s2)cc1	-7.2	4	-11	-15	-5	-2	-3	-4	-3.9	-2.5	-4.7
O=C(NCc1ccc2c(c1)OCO2)C1CCC(=O)N1C1CCCC1 (stereo not drawn)	-1.1	1	-1	2.8	-3	-6	3	2	0.0	0.8	-0.3
C[C@H](O)[C@@H]1C(=O)N2CCc3c([nH]c4c(-c5ccc6c(c5)OCO6)cccc34)[C@@H]2C[C@@H]1N(C)C(=O)NC1CCCCC1	-3.2	-40	-3	0.6	-52	-16	2	-1	-1.1	-0.3	nt
CCOC(=O)C1(C)C(=O)CC2c3nc4ccccc4cc3CN2C1=O (stereo not drawn)	-1.3	-74	-5	-1.1	-101	-9	1	-4	-0.8	-0.3	-0.4
Cc1ccc(-c2c[n+](CC(=O)c3ccc(Br)cc3)c3n2CCCCC3)cc1	-1.8	5	-8	-5.5	6	-2	-4	-8	-1.4	-1.3	-1.1
CNC(=O)CN1C(=O)NC2(CCc3ccccc3C2)C1=O (stereo not drawn)	0.5	3	-3	1.4	-4	-8	3	-2	-0.6	0.5	-0.5
Cc1ccc(OCC(=O)Nc2ccccc2-c2ccccc2)cc1	0.3	0	-1	0.0	-4	-2	5	-1	-0.9	-0.6	-0.4
COc1ccc(N(C(=O)C2COc3ccccc3O2)C(C(=O)NC2CCCCC2)c2ccccc2)cc1OC (stereo not drawn)	0.9	-4	-4	0.4	-2	-2	4	-7	-1.6	-0.4	-0.6
CCOC(=O)C1C(=O)OC2(CCCCC2)C1C(=O)OCC (stereo not drawn)	1.5	4	-3	-0.7	4	2	-4	-3	-0.5	0.7	-1.4
COc1cccc(C=NCCNC(=O)c2nonc2N)c1O	-0.2	-1	-1	-2.2	0	-1	-1	-4	-1.2	-0.1	0.6
Cc1ccc(OCC(=O)NCCN2CCCC2)cc1	-1.2	0	-3	0.5	0	-5	4	0	-0.7	-0.5	2.1
O=C(c1ccc2c(c1)OCO2)N(c1ccccc1)C1C=CS(=O)(=O)C1 (stereo not drawn)	-1.3	-3	-2	2.6	-2	-5	0	-3	-1.6	1.1	0.8
COc1ccc(Cl)cc1C(=O)Nc1nc(C)cc(C)n1	-2.8	-2	-3	0.9	-5	-2	0	2	-1.1	-0.2	-1.8
CCOC(=O)[C@]12Cc3c(cc(OC)c(OC)c3OC)[C@H]1N(Cc1ccccc1)C(=O)c1cc(OC)ccc12	-1.2	-1	-2	3.7	1	2	3	-3	-0.5	0.7	nt
CCCCn1c(N)c(N(CCOC)C(=O)COC(=O)Cc2cccc(OC)c2)c(=O)[nH]c1=O	0.2	1	-1	3.0	-7	-4	-1	11	-0.5	-1.1	1.0
CCN1CCN(c2nc3c(C)cccn3c(=O)c2/C=C(\C#N)S(=O)(=O)c2ccc(Cl)cc2)CC1	0.5	-53	-3	-0.4	-86	-44	-10	5	-2.2	0.7	0.3
N#Cc1cc([N+](=O)[O-])ccc1NC(=O)COC(=O)C1CC2CCCC(C1)C2=O (stereo not drawn)	1.4	1	-2	1.3	-9	-5	4	4	-0.1	1.4	-0.5
O=C(CSc1nccc(-c2cccs2)n1)Nc1ccccc1	-2.0	2	-4	-2.7	0	-2	1	-6	-1.3	0.1	0.7
CCNC(=O)COC(=O)c1cc(-c2ccccc2)nn1-c1ccccc1	-1.1	5	-2	-0.6	4	3	6	-4	-1.0	0.3	-0.8
COc1ccc(CC(=O)NCC(=O)NCc2cc(=O)n(C)c(=O)n2C)cc1	-1.8	1	-1	-0.1	-8	0	-4	-4	-1.1	-0.2	1.0
Nc1ccc2nc(-c3ccc(Cl)cc3)[nH]c2c1	7.0*	i	3	3.6	i	i	-2	0	-0.2	2.0	1.8
COC(=O)C1=C(C)N(Cc2cccc(C(F)(F)F)c2)C(=NCc2ccc3c(c2)OCO3)NC1c1ccc(Cl)cc1 (stereo not drawn)	0.9	8	-2	2.6	5	8	-1	-2	-1.1	-0.1	nt
O=C(NCCc1ccc(F)cc1)c1cc([N+](=O)[O-])ccc1N1CCOCC1	-0.9	-2	-1	-0.2	-10	-9	5	0	-0.5	-0.5	0.2
Cc1ccc2nc(N(CCN(C)C)C(=O)c3cc(Cl)sc3Cl)sc2c1	5.2	-2	5	1.6	0	-2	-1	0	0.0	1.3	-1.0
NC(CSS(=O)(=O)O)=NCCC12CC3CC(CC(O)(C3)C1)C2	0.5	0	-1	0.9	6	-2	0	-2	-1.5	0.8	2.8
CCCCCN(C(=O)CCC(=O)OCC(=O)N1CCCC(C)C1)c1c(N)n(CCCC)c(=O)[nH]c1=O (stereo not drawn)	-1.3	-4	0	1.1	-5	-2	-2	-8	-0.9	1.1	1.5
Cn1c(Cc2ccccc2)nnc1SCC(=O)N1CCCCC1	0.0	-3	-2	2.1	3	-7	-3	0	-0.6	-0.3	0.4
Cc1cc(C(=O)Nc2nnc(C(F)(F)F)s2)cs1	0.0	4	1	1.5	-9	-1	1	-2	-0.7	0.7	2.0

Random excerpt: two compounds from above
SMILES	hcDAF12 agonist	PLC-gamma1 inh	SMARCA2 activ	hgDAF12 agonist	PLC-beta3 inh	ADAM17 inh	MBD2 inh	Rev-erbA mod	ssDAF-12 act	DAX1 inh-1	DAX1 inh-2
CCCCCN(C(=O)CCC(=O)OCC(=O)N1CCCC(C)C1)c1c(N)n(CCCC)c(=O)[nH]c1=O (stereo not drawn)	-1.3	-4	0	1.1	-5	-2	-2	-8	-0.9	1.1	1.5
Cc1ccc2nc(N(CCN(C)C)C(=O)c3cc(Cl)sc3Cl)sc2c1	5.2	-2	5	1.6	0	-2	-1	0	0.0	1.3	-1.0
